# Screening data (PubChem BioAssay)
# USP1 inh: Inhibitors of USP1/UAF1: Primary Screen. actives 0.23% (n = 390,000). Ubiquitin carboxyl-terminal hydrolase 1 (Homo sapiens), O94782. recombinant USP1/UAF1, Ub-Rhodamine cleavage fluorescence. Potency, µM (top dose mostly 57.1 µM), without a hit: at the top dose activity change, negative = inhibition, most hits filed as inhibitors; further: potency means the concentration at half of the fitted maximal effect; on the % scale 0 is the no-effect control and ±100 the full control effect; nearly all actives have a fitted effect of over 60% in size; inactives centre near -12
#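 USP1/UAF1 complex at 1 nM was preincubated with compound for 15 min at room temperature, then Ub-Rho substrate (150nM final) was added. Fluorescence (480/540 nm) was read kinetically, 6 reads every 60 seconds.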
# RGS4 inh: Inhibitors of Regulator of G Protein Signaling (RGS) 4: qHTS | Potency, µM (doses to about 114 µM), inactives show at the top dose activity change, negative = inhibition, hits mostly inhibitors | Transcreener GDP fluorescence polarization, RGS4-accelerated GTP hydrolysis | AID 504845, 2011 | Regulator of G-protein signaling 4 (Homo sapiens), P49798 | actives 0.039% (n = 390,000); further: potency means the concentration at half of the fitted maximal effect; on the % scale 0 is the no-effect control and ±100 the full control effect; nearly all actives have a fitted effect of over 75% in size; some results filed as inactive show a strong effect at the top dose
# Target sequence (P49798 whole entry, looked up): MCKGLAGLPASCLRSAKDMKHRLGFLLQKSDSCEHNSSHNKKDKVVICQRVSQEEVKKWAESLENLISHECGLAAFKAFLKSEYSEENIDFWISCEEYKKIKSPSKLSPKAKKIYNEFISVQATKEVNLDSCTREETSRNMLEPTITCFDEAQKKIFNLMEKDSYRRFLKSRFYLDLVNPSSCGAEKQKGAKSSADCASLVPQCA
#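 MLSMR compounds (23 nl, pin-transferred) preincubated 10 min at room temperature with a 500nM (2x) first reagent, then RGS4 at 900nM (2x) plus Transcreener GDP mix added; fluorescence polarization (620/688 nm) read before and after 90 min at 30 °C.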
# LDHA inh: qHTS assay for inhibitors of human lactate dehydrogenase; purified LDHA, NADH/diaphorase-resazurin fluorescence; active compounds read low; L-lactate dehydrogenase A chain (Homo sapiens), P00338; actives 0.15% (n = 480,000); AID 1347041, 2019; activity change, % (values are at about 110 or 230 µM); in the data active means activity change below about -30%; inconclusive means mostly about -25% to -30%;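 further: plate controls were DMSO wells for no effect and wells without enzyme for full effect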
#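 Resorufin fluorescence (ex540/em590), read at 0 and 20 min after diaphorase/resazurin addition, reports the NADH left after a 5 min room-temperature reaction of 2 nM human LDH5 with 0.06 mM NADH and 0.2 mM pyruvate.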
# GRP78 ERSR act: qHTS for Inducers of the Endoplasmic Reticulum Stress Response (ERSR) in Human Glioma: qHTS. actives 0.02% (n = 420,000). Potency, µM, for the others: at the highest dose activation, most hits filed as activators. U87-MG GRP78 promoter luciferase reporter, 16 h. AID 602332, 2012; further: potency means the concentration at half of the fitted maximal effect; series mostly up to about 76 µM; % of control where 0% means no effect; nearly all actives have a fitted effect of over 35% in size
#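 Stably transfected U87-MG human glioma cells carrying a GRP78-based luminescent sensor were seeded at 1000 cells/well, pin-dosed with compounds and incubated 16 h. Luciferase reagent was then added, and end-point luminescence was read after 10 min at room temperature.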
# Vif-APOBEC3G blk: qHTS for Inhibitors of Vif-A3G Interactions: qHTS. HeLa A3G-eYFP + Vif (tagged APOBEC3G with the HIV-1 protein that degrades it), YFP fluorescence, overnight. Potency, µM (highest dose often 46.1 µM), without a hit: at the highest dose activity, negative = active, actives largely listed as inhibitors. actives 0.076% (n = 410,000);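 further: potency means the concentration at half of the fitted maximal effect; on the % scale 0 is the no-effect control and ±100 the full control effect; nearly all actives have a fitted effect of over 60% in size; hits raise eYFP signal because A3G escapes Vif-driven loss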
# Target sequence (Q9HC16 whole entry, looked up): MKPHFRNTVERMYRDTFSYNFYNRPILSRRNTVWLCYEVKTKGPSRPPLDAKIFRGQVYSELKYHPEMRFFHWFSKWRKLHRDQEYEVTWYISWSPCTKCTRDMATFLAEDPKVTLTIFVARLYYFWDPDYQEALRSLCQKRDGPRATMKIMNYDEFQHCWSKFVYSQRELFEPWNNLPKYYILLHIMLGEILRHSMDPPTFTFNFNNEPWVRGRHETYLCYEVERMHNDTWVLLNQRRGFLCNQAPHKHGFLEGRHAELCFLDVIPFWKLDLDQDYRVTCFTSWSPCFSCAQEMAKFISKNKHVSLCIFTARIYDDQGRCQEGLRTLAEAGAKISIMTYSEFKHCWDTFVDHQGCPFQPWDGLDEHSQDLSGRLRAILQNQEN
#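 Read-out is eYFP fluorescence (Ex 488/Em 500-530) from Vif-expressing HeLa A3G-eYFP cells; more signal means A3G escaped Vif-mediated degradation. Cells plated overnight, compound pinned in, incubated overnight at 37 deg C.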
# Vif-A3F inh: qHTS for Inhibitors of Vif-A3F Interactions: qHTS; HeLa A3F-eYFP + Vif (tagged APOBEC3F with the HIV-1 protein that degrades it), YFP fluorescence increase; Potency, µM (highest dose often 46.1 µM), for inactives: top-dose activity, negative = active; actives 0.2% (n = 390,000); AID 602313, 2012; further: potency means the concentration at half of the fitted maximal effect; % of control where 0% means no effect; nearly all actives have a fitted effect of over 65% in size
#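 Fluorescence increase (Ex 488/Em 500-530) after overnight compound treatment at 37 deg C flags inhibition of Vif-driven A3F-eYFP loss in stable HeLa A3F-eYFP/Vif cells seeded overnight beforehand.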
# mIDH1 inhibitor: qHTS for Inhibitors of mutant isocitrate dehydrogenase 1 (IDH1): qHTS; Potency, µM (highest dose often 76.6 µM), inactives show at the top dose activity change, negative = inhibition, hits mostly inhibitors; AID 602179, 2012; IDH1-R132H enzyme, NADPH consumption, diaphorase/resazurin fluorescence; actives 0.093% (n = 390,000); Isocitrate dehydrogenase [NADP] cytoplasmic (Homo sapiens), O75874; further: potency means the concentration at half of the fitted maximal effect; on the % scale 0 is the no-effect control and ±100 the full control effect; nearly all actives have a fitted effect of over 65% in size
#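 IDH1-R132H (0.5 ug/mL) preincubated 30 min with compound, then NADPH (0.016 mM) and alpha-KG (2 mM) added; 80 min at RT, pH 7.5. Remaining NADPH coupled via diaphorase/resazurin to fluorescence (540/590 nm); concentration-response curves normalized to no-enzyme control.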
# TrxR1 substrate: qHTS Assay for Substrates of Mammalian Selenoprotein Thioredoxin Reductase 1 (TrxR1): qHTS | purified TrxR1 substrate turnover, NADPH consumption readout | Potency, µM (top dose mostly 114 µM), for the others: top-dose activity change, negative = substrate turnover | actives 0.01% (n = 390,000) | AID 588456, 2011; further: potency means the concentration at half of the fitted maximal effect; on the % scale 0 is the no-effect control and ±100 the full control effect; nearly all actives have a fitted effect of over 50% in size
# Target sequence (O89049 whole entry, looked up): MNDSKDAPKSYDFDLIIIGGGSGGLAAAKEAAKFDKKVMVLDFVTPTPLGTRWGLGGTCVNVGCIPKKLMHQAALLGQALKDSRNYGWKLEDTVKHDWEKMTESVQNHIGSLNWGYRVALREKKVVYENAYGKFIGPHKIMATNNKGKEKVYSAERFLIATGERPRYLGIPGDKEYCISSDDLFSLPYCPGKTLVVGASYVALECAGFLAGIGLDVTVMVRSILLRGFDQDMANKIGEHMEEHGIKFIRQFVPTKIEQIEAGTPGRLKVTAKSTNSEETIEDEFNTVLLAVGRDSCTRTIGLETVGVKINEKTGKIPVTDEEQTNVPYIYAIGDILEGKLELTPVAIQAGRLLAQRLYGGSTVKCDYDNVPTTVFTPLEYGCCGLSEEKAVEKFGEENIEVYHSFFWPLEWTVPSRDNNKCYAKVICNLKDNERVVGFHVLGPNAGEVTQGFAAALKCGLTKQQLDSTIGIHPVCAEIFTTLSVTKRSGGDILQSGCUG
#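 Rat TrxR1, dispensed at 90 nM, was prereduced with 400 uM NADPH (final) for 5 min at ~22 deg C, then incubated with compound 15 min before 400 uM selenite. A first-read NADPH fluorescence drop versus no-compound background flagged substrates.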
# rTrxR1 inhibitor: qHTS Assay for Inhibitors of Mammalian Selenoprotein Thioredoxin Reductase 1 (TrxR1): qHTS | Thioredoxin reductase 1, cytoplasmic (Rattus norvegicus), O89049 | recombinant rTrxR1, NADPH fluorescence consumption, selenite substrate | Potency, µM (doses to about 114 µM), without a hit: at the highest dose activity change, negative = inhibition, hits mostly inhibitors | actives 1% (n = 390,000); further: potency means the concentration at half of the fitted maximal effect; on the % scale 0 is the no-effect control and ±100 the full control effect; nearly all actives have a fitted effect of over 65% in size
#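 Rat TrxR1 (90 nM in the dispensed reagent) was pre-reduced with 400 uM NADPH for 5 min at room temperature, then incubated with compound for 15 min. After 400 uM selenite was added, NADPH fluorescence (Ex 340/Em 450 nm) was followed for 8 min.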
# Numbers without * were called inactive; ? = inconclusive; / = no result given; [ ] = another dose, or the depositor's remark. Unless noted, the call rests on the fitted dose curve; in most records, active means well fitted curve in the direction sought with a large enough effect; inconclusive means small, poorly fitted or top-dose-only effect, or another doubt; inactive means no such curve, though single readings can be large; an effect the other way counts as inactive or inconclusive. These rows are one share of the data; rates above refer to the full screens.
SMILES,USP1 inh,RGS4 inh,LDHA inh,GRP78 ERSR act,Vif-APOBEC3G blk,Vif-A3F inh,mIDH1 inhibitor,TrxR1 substrate,rTrxR1 inhibitor
O=c1c2ccccc2c2ccccc2c(=O)n1Nc1ccccc1,-31%,/,-9,2%,-7%,1%,-7%,/,/
CCCCCN(C(=O)NC(=O)Nn1cnnc1)S(C)(=O)=O,26%,7%,-3,-1%,-6%,-3%,14%,6%,0%
Cc1csc(SCC(=O)Nc2nnc(C)s2)n1,-9%,44%,-2,-3%,-2%,?,3%,5%,24%
O=C(CCN=C1NS(=O)(=O)c2ccccc21)OCc1ccccc1,-17%,-38%,-4,-3%,0%,-2%,4%,-4%,-2%
O=C(c1cc2ccccc2o1)N1CCN(c2ncccn2)CC1,?,-5%,-5,3%,-9%,-5%,7%,6%,21%
Cc1cc(S(=O)(=O)N2CCN(c3ccccn3)CC2)c(C)cc1Cl,-19%,3%,-2,-2%,4%,-6%,1%,-4%,14%
O=C(O)c1ccc2c(c1)[C@@H]1C=CC[C@@H]1[C@H](c1ccccn1)N2,32µM*,?,42,-7%,6%,3%,5%,-5%,4µM*
Cc1ccc2sc(N(CCCN(C)C)C(=O)CCS(=O)(=O)c3ccccc3)nc2c1C,?,-32%,-1,-16%,-26%,6%,8%,3%,18µM*
CCOc1ccc(-c2nc3scc(-c4cccs4)c3c(=O)[nH]2)cc1,-2%,-29%,1,1%,4%,3%,9%,111%,32%[57.1 µM]
O=c1ccc2ccc(OCCOc3cccc(Cl)c3)cc2o1,-15%,-4%,-1,5%,1%,-8%,-14%,48%[activator],28%
Oc1ccc(Br)cc1CN1CCCCCCC1,-2%,-4%,-10,-2%,2%,-5%,4%,-5%,13%
COc1ccc(N2CCN(c3oc(/C=C/c4cc(OC)c(OC)c(OC)c4)nc3C#N)CC2)cc1,8%,-9%,-3,-1%,-6%,2%,-4%,9%,15%
Cc1ccc(S(=O)(=O)Cn2nnnc2CN2CCN(C(=O)c3ccco3)CC2)cc1,-4%,-14%,-4,-3%,4%,6%,-4%,1%,10%
CC(C)(C)NC(=O)c1nn2c(C(F)(F)F)cc(-c3ccccc3)nc2c1Br,-10%,6%,-2,-3%,-1%,1%,6%,-1%,33%[2.29 µM]
COc1ccc(NC(=O)c2cc(S(=O)(=O)N3CCS(=O)(=O)CC3)ccc2Cl)cc1,-16%,21%,-4,1%,-5%,0%,1%,9%[57.1 µM],12%[57.1 µM]
O=C(COC(=O)CCS(=O)(=O)c1ccccc1)NNC(=O)c1ccc([N+](=O)[O-])cc1,6%,/,-6,-3%,2%,-1%,-4%,/,/
CCN(CC)c1ccc(S(=O)(=O)N2CCOCC2)cc1NC(=O)CSc1cccc[n+]1[O-],-4%,-27%,-6,-3%,0%,-9%,-1%,-3%,3%
COc1ccc(CC(=O)N2CCc3cc(OC)c(OC)cc3C2COc2ccc(F)cc2)cc1OC (stereo not drawn),-13%,25%,-3,-3%,-4%,-1%,0%,2%[57.1 µM],8%[57.1 µM]
OCCN(Cc1ccccc1)CC(O)COc1ccc(-c2ccccc2)cc1 (stereo not drawn),-21%,-20%,3,-13%,-1%,0%,0%,0%,13%
O=C(Oc1ccc(C(=S)N2CCOCC2)cc1)c1cccc([N+](=O)[O-])c1,-1%,-24%,-9,1%,4%,0%,5%,-4%,14%
CC(C)[C@H](NC(=O)c1ccccc1)C(=O)OCC(=O)Nc1ncc(Cl)cc1Cl,-14%,-26%,-7,0%,-6%,10%,9%,-7%,-10%
COc1cccc(C(=O)NCC(=O)N/N=C/c2cn[nH]c2-c2ccccc2)c1,-18%,18%,-10,-2%,-11%,0%,-6%,-5%,8%
Cc1ccc(Cc2c(C)nc3nc(SCC(=O)NCCN4CCOCC4)nn3c2C)cc1,-10%,31%,-11,2%,-1%,-16%,6%,7%,19%
Cc1cc(S(=O)(=O)NCC2CCCO2)c(C)cc1Br (stereo not drawn),-21%,18%,1,0%,-3%,0%,-5%,4%,20%
O=S(=O)(Nc1ccc(Cc2ccncc2)cc1)c1ccc(Cl)c(Cl)c1,-4%,2%,15,0%,1%,-14%,0%,-9%,10%
Cc1cc(Cl)nc(Cl)c1C(=O)NCCc1ccccc1,-18%,14%,-2,5%,-17%,10%,-6%,3%,12%
COc1ccc(C2N=C(N)Nc3nc4ccccc4n32)cc1 (stereo not drawn),-19%,-22%,-8,-1%,4%,0%,-23%,-5%[57.1 µM],6%[57.1 µM]
CCc1nc(C)cc(N)c1OCc1ccccc1,-17%,18%,-4,-4%,-5%,0%,-4%,-5%,-3%
O=C(CCc1nnc2ccc(N3CCC4(CC3)OCCO4)nn12)N1CCCCC1,-21%,7%,-1,-5%,0%,8%,-4%,-11%,-4%
CCOC(=O)c1cc(C(=O)NN)c(=O)[nH]c1C,-23%,-4%,-7,0%,8%,0%,9%,-3%,3%
COC(=O)CNC(=O)c1ccc(OC2CCN(C(=O)C3CC3)CC2)cc1,-23%,-1%,-3,-1%,2%,6%,0%,1%,13%
CCCc1nnc(NC(=O)Cn2cnc3ccccc3c2=O)s1,-27%,6%,-6,-4%,-5%,-14%,5%,13%,20%
C=COCCNC(=O)C1CC(=O)N(c2ccc(C)cc2)C1 (stereo not drawn),-6%,19%,-10,-1%,2%,-10%,-7%,3%[57.1 µM],1%[57.1 µM]
Cc1noc(C)c1CCC(=O)Nc1cc(Cl)ccc1C(=O)O,-20%,/,-3,-5%,-5%,-2%,8%,/,/
CC1=Nc2cc(C(=O)NCc3ccc(C)cc3)ccc2Sc2ccc(Cl)cc21,?,11%,-10,-5%,5%,0%,-12%,-1%[57.1 µM],24%[57.1 µM]
C[C@H]1COC(=O)[C@@H](Cc2ccc(F)cc2)CC/C=C\C[C@H](CC(=O)NCCO)C(=O)N1,-27%,-5%,4,-3%,2%,2%,9%,8%,9%
CC(=O)c1cccc(NC(=O)c2cc(-c3ccc(F)cc3)on2)c1,1%,-4%,-4,1%,1%,-27%,-2%,-1%,32%
S=C(NCCC1=CCCCC1)NCc1ccco1,-8%,-10%,-6,5%,0%,3%,1%,1%[57.1 µM],20%[57.1 µM]
COc1cccc(C(=O)N2CCc3cc(OC)c(OC)cc3C2COc2ccc3c(C)cc(=O)oc3c2)c1 (stereo not drawn),-15%,17%,-8,-3%,-3%,1%,-8%,21%,-4%
COC(=O)C1=C(C(=O)OC)[C@@H]2N(C)c3ccccc3[C@@]23C[C@@H](C(=O)OC)N(C(=O)c2ccco2)C3=N1,-15%,3%,0,-2%,-6%,10%,-8%,1%,5%
CC(C)(C)c1ccc(C(=O)Nc2ccccc2Cl)cc1,-15%,-7%,-2,-1%,3%,1%,-3%,-7%,20%
COc1ccc([C@H]2CC(=O)C=C(c3c(OC)cccc3OC)C2)cc1,-7%,12%,-4,-6%,?,-8%,-13%,7%[57.1 µM],7%[57.1 µM]
CCCC(=O)NC(Nc1ccc(S(=O)(=O)Nc2ncccn2)cc1)(C(=O)OCC)C(F)(F)F (stereo not drawn),-8%,9%,-6,-5%,0%,0%,3%,0%,14%
CC(C)c1ccc(N(CC(=O)O)S(=O)(=O)c2cccnc2)cc1,3%,?,-2,0%,5%,0%,-1%,4%[57.1 µM],7%[57.1 µM]
COc1cccc(CN2CCN(Cc3ccc(O)c(OC)c3)CC2CCO)c1 (stereo not drawn),-14%,-25%,1,0%,-1%,11%,9%,-15%[57.1 µM],9%[57.1 µM]
O=C(CSc1nc(-c2ccccc2)cc(C(F)(F)F)n1)c1cccc([N+](=O)[O-])c1,-17%,10%,-4,-6%,-5%,-4%,2%,-7%[11.4 µM],-13%[11.4 µM]
CN(C(=O)COC(=O)c1cc(S(=O)(=O)N(C)C)ccc1Cl)C1CCS(=O)(=O)C1 (stereo not drawn),-13%,-11%,-2,-2%,-1%,11%,0%,5%,4%
O=C1CCCN1CCCNCC(=O)N1c2ccccc2Sc2ccccc21,-9%,-3%,-41*,-5%,0%,-7%,1%,3%,6%

# Looked up above:
# In LDHA inh, CC(C)(C)c1ccc(C(=O)Nc2ccccc2Cl)cc1 shows -2
# In mIDH1 inhibitor, COC(=O)CNC(=O)c1ccc(OC2CCN(C(=O)C3CC3)CC2)cc1 shows 0%
